bIAP act: increases bovine intestinal alkaline phosphatase activity; purified bovine IAP, CDP-star luminescence, 30 min; stronger effect = higher value; fold of DMSO-control signal, blank-subtracted; activation factor at 20 µM; actives 0.17% (n = 200,000); AID 1016;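 active means activation factor of 2 or more at 20 µM, a signal rise over negative controls twice the positive control's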
TNAP inh hiacc: TNAP (human) inhibition, high acceptor | P05186 | purified TNAP, CDP-star luminescence, 1 M DEA | inhibition, % at 20 µM | actives 0.03% (n = 200,000) | AID 1135;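 active means over 50% inhibition of tissue-nonspecific alkaline phosphatase at 20 µM in the single-dose screen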;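 further: plate controls were DMSO wells for no effect and EDTA-quenched wells as full inhibition for full effect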
Target sequence (P05186 whole entry, looked up): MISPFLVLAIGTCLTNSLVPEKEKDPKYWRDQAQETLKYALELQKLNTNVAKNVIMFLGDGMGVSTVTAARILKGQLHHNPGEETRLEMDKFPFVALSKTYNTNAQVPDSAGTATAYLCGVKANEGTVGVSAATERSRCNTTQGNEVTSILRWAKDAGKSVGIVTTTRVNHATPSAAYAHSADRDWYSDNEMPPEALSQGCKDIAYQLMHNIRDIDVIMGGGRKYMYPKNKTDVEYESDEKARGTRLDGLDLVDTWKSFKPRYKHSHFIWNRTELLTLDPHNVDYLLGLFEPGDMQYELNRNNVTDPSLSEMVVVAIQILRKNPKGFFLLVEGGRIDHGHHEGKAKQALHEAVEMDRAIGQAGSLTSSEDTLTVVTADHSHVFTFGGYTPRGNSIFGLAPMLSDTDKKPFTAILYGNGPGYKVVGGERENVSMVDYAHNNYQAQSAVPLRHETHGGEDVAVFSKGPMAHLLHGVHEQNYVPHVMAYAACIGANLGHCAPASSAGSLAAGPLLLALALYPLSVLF
L major viab: Leishmania major promastigote growth inhibition. Leishmania major promastigotes, resazurin fluorescence viability. inhibition, % at 10 µM. actives 9% (n = 200,000). AID 1063; in the data active means inhibition above about 50%;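 further: promastigotes grown with compound for 44 hours at 28 °C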
PMI act hi M6P: PMI (human) activation, high substrate; P34949; coupled PMI enzyme assay, resazurin fluorescence, 20 min; stronger effect = higher value; 1 = untreated enzyme, 0 = substrate-free blank; activation factor at 20 µM; actives 0.34% (n = 190,000);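 active means activation factor of 2 or more at 20 µM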
Target sequence (P34949 whole entry, looked up): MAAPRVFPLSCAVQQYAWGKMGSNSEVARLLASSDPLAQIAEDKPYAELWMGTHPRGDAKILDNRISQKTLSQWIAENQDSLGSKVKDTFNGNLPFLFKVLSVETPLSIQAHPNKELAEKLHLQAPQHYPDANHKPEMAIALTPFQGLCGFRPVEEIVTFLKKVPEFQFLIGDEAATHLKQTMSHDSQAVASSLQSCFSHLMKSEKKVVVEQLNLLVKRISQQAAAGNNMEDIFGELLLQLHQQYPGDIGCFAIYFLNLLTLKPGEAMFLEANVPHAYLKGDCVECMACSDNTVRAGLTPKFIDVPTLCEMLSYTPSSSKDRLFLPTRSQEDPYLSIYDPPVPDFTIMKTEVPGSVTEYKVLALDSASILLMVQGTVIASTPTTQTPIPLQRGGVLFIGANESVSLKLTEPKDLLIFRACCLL
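test system = human PMI in coupled enzyme assay | medium = HEPES-buffered pH 7.4 with magnesium and detergent | also added = 1.0 mM mannose-6-phosphate substrate with 0.22 mM NADP+ | compound = 20 µM single dose | times = 20 min incubation at room temperature | measured by = resorufin fluorescence (Ex 544/Em 590 nm) from resazurin via diaphorase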
Diaph act CS: counter-screen for diaphorase-based assays: diaphorase activators and chemical reducers; Diaphorase/resazurin coupled assay, resorufin fluorescence, 16 min; stronger effect = higher value; 1 = vehicle wells, 0 = NADH-free wells; activation factor at 20 µM; AID 1229; actives 0.005% (n = 190,000);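 active means diaphorase activity raised at least twofold by the compound at 20 µM; inactive means activation factor below 2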
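Material: purified diaphorase enzyme from Clostridium kluyveri; Also added: 0.114 mM NADH and 0.1 mM resazurin, final amounts; Doses: single compound dose of 20 µM, 1% DMSO final; Times: 16 min enzyme reaction, ambient temperature; Detection: resorufin fluorescence, excitation 544 nm, emission 590 nm; Measure: increased resorufin signal from activators or reducing compounds.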
Diaphorase inh: counter-screen for diaphorase-based assays: diaphorase inhibitors and chemical oxidizers; diaphorase resazurin-to-resorufin fluorescence, NADH, 16 min; bacterial (C. kluyveri) enzyme, not human; inhibition, % at 20 µM; actives 0.69% (n = 190,000);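 active means primary screen inhibition at 20 µM above a set limit, cut at about 50% in these data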;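 further: plate controls were DMSO with full reaction for no effect and wells lacking NADH for full effect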
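controls = No-NADH positive control and DMSO neutral control | system = Clostridium kluyveri diaphorase enzyme | timing = reaction incubation of 16 min at room temperature | signal = resorufin fluorescence 544/590 nm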
TNAP inh noacc: TNAP (human) inhibition, acceptor-free conditions | inhibition, % at 20 µM | actives 0.26% (n = 200,000) | purified TNAP, CDP-star luminescence, 30 min | AID 1012 | P05186;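 active means tissue-nonspecific alkaline phosphatase inhibition above about 50% at 20 µM in the single-dose screen, limit read from the data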;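 further: 0% = DMSO negative control and 100% = EDTA positive control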
bIAP inhibitor: intestinal alkaline phosphatase (bovine) inhibition. purified bovine IAP, CDP-star luminescence, 30 min. 190,000 tested, under 10 active. inhibition, % at 20 µM;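 active means over 50% inhibition of intestinal alkaline phosphatase at 20 µM in the single-dose screen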
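System: purified bovine intestinal alkaline phosphatase (IAP) enzyme; Input: IAP diluted 1/65,000,000 in the well; Measured by: CDP-star luminescence signal; Compound dosing: 20 µM single dose; Incubation: 30 min reaction at room temperature.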
TNAP act hiacc: TNAP (human) activation, high acceptor | purified TNAP, CDP-star luminescence, 1 M DEA, 30 min; stronger effect = higher value; 0 = EDTA background, 1 = DMSO-only activity | 200,000 tested, under 10 active | P05186 | AID 1136 | activation factor at 20 µM;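 active means activation factor at least 2 at 20 µM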
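Dosing: 20 µM single point. System: human TNAP. Amount: TNAP 1/800 final. Incubation: 30 min, room temperature. Read-out: TNAP activation factor scaled between EDTA and DMSO control wells. Signal: luminescence from CDP-star hydrolysis. Medium: 1 M DEA, pH 9.8, Mg2+, Zn2+. Control set: EDTA negative control, DMSO positive control.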
PMI act: increases human mannose-6-phosphate isomerase activity | AID 1214 | P34949 | actives 0.005% (n = 190,000) | activation factor at 20 µM | purified human PMI, coupled resazurin fluorescence, 20 min; stronger effect = higher value; 1 = vehicle control, 0 substrate-free wells;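 active means activation factor of 2 or more at 20 µM, relative to plate controls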
* = called active by the depositor. Not a hit list; overall some 10% were active at least once.

SMILES	bIAP act	TNAP inh hiacc	L major viab	PMI act hi M6P	Diaph act CS	Diaphorase inh	TNAP inh noacc	bIAP inhibitor	TNAP act hiacc	PMI act
Cc1cccc(NC(=O)CCCN2C(=O)c3ccccc3C2=O)n1	1	-4	-5	1	1	3	4	4	1	1.1
COc1ccccc1-c1ccc(/C=C2/C=C(CC(C)C)OC2=O)o1	0.9	8	-2	1.9	0.8	17	15	5	0.9	1.6
C/C=C/C(=O)OCC(=O)Nc1cccc(S(=O)(=O)NC2=NCCCCC2)c1	1.1	-2	4	1	0.8	19	-19	-8	1	1
Cc1c(C(=O)NN2CCN(C)CC2)cccc1[N+](=O)[O-]	0.9	-4	2	1.1	0.9	7	2	7	1	1.2
COc1ccc(-c2ncccc2O)cc1	0.9	-2	1	1	1	5	-13	8	1	1
CC(C)(C)[C@@H]1C=C(C(=O)N2CCN(Cc3ccc4c(c3)OCO4)CC2)O[C@H](OCc2ccc(CO)cc2)C1	1.2	-6	42	0.8	0.6	44	-4	-20	1.1	0.8
O=C1C(Nc2cccc(O)c2)=C(N2CCCCC2)C(=O)c2ccccc21	0.8	-1	98*	0.9	0.9	10	7	25	1	1.1
CCOC(=O)c1c(CN(CC)CC)oc2ccc(OC)cc12	0.9	-6	10	1.1	0.9	8	-14	9	1.1	1.1
Cc1ccc(NC(=O)COC(=O)c2ccccc2-c2nc3ccccc3s2)c(C)c1	1	-5	6	0.9	0.8	23	-6	0	1.1	0.9
CSc1nc2nc(-c3ccccc3)cc(C(F)(F)F)n2n1	1	-4	7	1.1	1.1	-9	-8	1	1	1.1
Cc1ccc(O)c(C(=O)c2cnn(C(=O)Cc3csc(C)n3)c2)c1	1	-10	-5	0.9	0.9	15	-18	0	1.1	1
N/C(=N\OC(=O)c1ccc(Cl)cc1Cl)c1ccc(Cl)cc1	0.9	1	0	1	1	-2	-6	12	1	1
Nc1ccc(Oc2ccc3nc(-c4ccccc4)c(-c4ccccc4)nc3c2)cc1	1	-4	66*	0.9	0.7	26	-6	2	1	0.9
CC(C)CC(=O)NC(=S)Nc1nc(-c2ccccc2)cs1	1	4	0	0.9	0.9	12	4	0	1	0.8
CCN(CC)c1ncnnc1-c1ccccc1	1.3	-2	3	1	1	5	-7	-30	1	1

Random excerpt: 4 records from the list, in no set order.
SMILES	bIAP act	TNAP inh hiacc	L major viab	PMI act hi M6P	Diaph act CS	Diaphorase inh	TNAP inh noacc	bIAP inhibitor	TNAP act hiacc	PMI act
COc1ccc(-c2ncccc2O)cc1	0.9	-2	1	1	1	5	-13	8	1	1
C/C=C/C(=O)OCC(=O)Nc1cccc(S(=O)(=O)NC2=NCCCCC2)c1	1.1	-2	4	1	0.8	19	-19	-8	1	1
CCOC(=O)c1c(CN(CC)CC)oc2ccc(OC)cc12	0.9	-6	10	1.1	0.9	8	-14	9	1.1	1.1
COc1ccccc1-c1ccc(/C=C2/C=C(CC(C)C)OC2=O)o1	0.9	8	-2	1.9	0.8	17	15	5	0.9	1.6

(list continues)
SMILES	bIAP act	TNAP inh hiacc	L major viab	PMI act hi M6P	Diaph act CS	Diaphorase inh	TNAP inh noacc	bIAP inhibitor	TNAP act hiacc	PMI act
O=C(C1CCCN(S(=O)(=O)c2ccc(F)cc2)C1)N1CCCC1 (stereo unspecified)	1	-2	-3	1	1	4	-10	0	1	1
CCOC(=O)N1CCN(c2ccc(Cl)cc2)CC1	0.9	-2	-9	1	1	3	-10	6	1	1
COc1ccc(C(=O)Sc2nncc3ccccc23)cc1	1.2	-5	-4	1.3	1	-2	4	-17	1.1	1.3
Cn1c(=O)c2c(nc(CN3CCN(c4ccc(F)cc4)CC3)n2Cc2ccccc2F)n(C)c1=O	1	-10	18	1	0.9	8	-11	0	1.1	0.9
Cc1cc(O)c(/C=N/c2ccccn2)c(=O)o1	1	4	-1	1.3	0.9	11	4	3	1	1.1
Cc1cc(C)nc(/N=c2/ssnc2Cl)c1	1	-2	99*	0.4	0.7	25	-5	2	1	0.4
CC(C)CC(=O)NN1CCCCC1	1	-6	-1	1.1	1.1	-6	-2	-1	1.1	1.1
O=C(NCCCCCNC(=O)c1ccccn1)c1ccccn1	1	-1	-3	1	0.9	7	-2	3	1	0.9
C/C(=N\NC=O)c1ccncc1	1.1	-2	-2	1	1.1	-13	-8	-10	1	1.1
Cc1cccc(C(=O)N[C@H](C(=O)Nc2nccs2)C(C)C)c1	0.9	0	-2	1	1	-2	-8	6	1	1
COc1cc(/C=N/NC(=O)c2cc(C34CC5CC(CC(C5)C3)C4)[nH]n2)ccc1O	1.2	-1	5	0.8	0.6	36	54*	-19	1	0.8
CCn1cc(S(=O)(=O)CC(=O)Nc2ccc(C)cc2)c2ccccc21	0.9	-4	10	1	1	4	0	9	1	1.1
CCc1c(C)sc(NC(NC(C)=O)(C(=O)OC)C(F)(F)F)c1C#N (stereo unspecified)	1	-6	9	1.1	0.8	17	-14	4	1.1	1.1
Cc1ccc(Nc2nc3ccccc3c(=O)s2)cc1C	1	-8	0	1.2	1.1	-10	-1	-2	1.1	1.1
COc1cccc(-c2csc(NC(C)=O)n2)c1	0.9	3	-4	0.8	0.9	11	-6	10	1	0.8
Cc1ccc(Cl)cc1NC(=O)COC(=O)c1ccc(COc2ccc3c(C)cc(=O)oc3c2)cc1	0.9	-6	55*	1	0.8	17	-2	15	1.1	0.9
COc1cc(OC)c(NC(=O)CCc2nc(-c3ccc(C)cc3)no2)cc1Cl	0.9	-8	-3	1	0.8	17	-2	11	1.1	1
O=C(O)CC1=C(c2ccc(F)cc2)CCC1=O	0.9	3	-8	1.1	1	4	-18	6	1	0.9
O=C(Nc1ccc(Cl)cc1)N1CCC(c2ccccc2)C1 (stereo unspecified)	0.8	-1	-1	1	1.1	-7	-10	21	1	1.1
COc1cccc(-c2nnc3sc(-c4ccccc4)nn23)c1	1.1	-4	-10	0.9	0.8	18	-8	-6	1	0.9
O=C1CSc2ccccc2N1Cc1ccc(F)cc1	0.7	-5	13	0.9	1	5	-6	27	1	0.9
CN(C)CCNC(=O)c1cc(Sc2ccc(F)cc2)nc2ccccc12	1.2	-4	16	1.1	1.2	-21	-4	-17	1	1.1
Cc1nnc(SCCn2c(Br)nc3c2c(=O)n(C)c(=O)n3C)s1	0.9	-4	-2	0.9	0.8	18	-4	7	1	0.9
Cc1cccc(NCc2nc(-c3ccccc3)no2)c1	0.6	1	-8	0.9	0.8	18	-6	36	1	0.8
Cc1cc(C)n2nc(C(=O)NCc3cccc(C(F)(F)F)c3)nc2n1	1.1	-4	-4	1.1	1.1	-11	-8	-11	1	1.1
Nc1n[nH]c(N)c1N=Nc1ccc(Cl)cc1	0.8	6	2	1	0.9	8	-81	23	0.9	0.9
NNC(=O)c1cccc(COc2ccccc2Br)c1	0.8	-8	-4	1	0.8	24	-12	18	1.1	1
N/C(=N\OC(=O)CCCCCN1C(=O)c2ccccc2C1=O)c1ccccc1	0.9	-1	-5	0.9	0.9	9	-8	5	1	0.9
CC(NCC(O)COCc1ccc(Cl)cc1)c1ccccc1 (stereo unspecified)	1	0	48	1.2	0.9	7	-8	-1	1	1.2
Cc1cc(NC(=O)CS(=O)(=O)c2cn(C)c3ccccc23)no1	0.9	-6	-4	0.9	0.8	20	0	12	1.1	0.9
CN1CCN(C(=O)c2cc(-c3ccco3)on2)CC1	0.9	-1	-7	1.1	1	-2	-7	9	1	1
C=C(C)Cn1c(-c2ccc(OC)cc2)nc2ccccc21	1	1	55*	0.9	0.9	14	-8	1	1	0.9
Cc1cc(C)c2c(=O)[nH]cnc2n1	1	-3	-10	1.1	1	3	-14	0	1	1.1
Cc1sc(-c2cccnc2)nc1OC(=O)C1CC1	0.9	2	-12	0.9	0.9	13	-19	6	1	0.8
S=C1NC(c2ccccc2)N2C(=S)NC(c3ccccc3)N12 (stereo unspecified)	1.1	1	22	0.9	0.8	15	-14	-15	1	0.5
CC(=O)C1=C(c2ccccc2)OC(N)=C(C#N)C1c1ccc(O)cc1 (stereo unspecified)	0.9	7	5	0.9	0.9	8	3	7	0.9	1
COC(=O)c1ccc(Sc2ccc(C)cc2)c(N)c1	0.6	-3	-5	0.9	0.9	14	-10	35	1	0.4

Just L major viab, for five of the compounds above:
| smiles | L major viab |
| --- | --- |
| CN1CCN(C(=O)c2cc(-c3ccco3)on2)CC1 | -7 |
| C=C(C)Cn1c(-c2ccc(OC)cc2)nc2ccccc21 | 55* |
| Cc1cc(C)c2c(=O)[nH]cnc2n1 | -10 |
| Cc1sc(-c2cccnc2)nc1OC(=O)C1CC1 | -12 |
| S=C1NC(c2ccccc2)N2C(=S)NC(c3ccccc3)N12 (stereo unspecified) | 22 |

Compound profiles, from the list above:
Listed for CC(=O)C1=C(c2ccccc2)OC(N)=C(C#N)C1c1ccc(O)cc1 (stereo unspecified) = bIAP act = 0.9; TNAP inh hiacc = 7; L major viab = 5; PMI act hi M6P = 0.9; Diaph act CS = 0.9; Diaphorase inh = 8; TNAP inh noacc = 3; bIAP inhibitor = 7; TNAP act hiacc = 0.9; PMI act = 1
Listed for Cc1sc(-c2cccnc2)nc1OC(=O)C1CC1 = bIAP act = 0.9; TNAP inh hiacc = 2; L major viab = -12; PMI act hi M6P = 0.9; Diaph act CS = 0.9; Diaphorase inh = 13; TNAP inh noacc = -19; bIAP inhibitor = 6; TNAP act hiacc = 1; PMI act = 0.8

Screens from PubChem.
